# influenza NS1A: H1N1 influenza NS1A inhibitors, functional cell based assay (AID 504329); NS1A functional cell-based assay, percent inhibition; higher % means a stronger effect; one-dose inhibition, % at 12.5 µM; IC50 in µM for titrated hits; 340,000 tested, 0.3% active; in the data active = a potency from the dose series; inconclusive = inhibition above about 27% without an active follow-up result; note: strong numbers were not always called active
# PhoP GFP inhibition: PhoP regulon inhibitors, Salmonella typhi PhoP promoter GFP reporter, confirmatory (AID 1850). Salmonella Typhi PhoP-promoter GFP reporter, fluorescence, 4 h; higher % means a stronger effect. 310,000 tested, 0.33% active. inhibition, % at 50 µM, or IC50 in µM where a hit was titrated; in the data active = a potency from the dose series; inconclusive = inhibition mostly from about 25% at the one dose, without a potency; inactive = the rest, 99 in 100 with inhibition below about 19%;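 note: 0% = induced wells with vehicle and 100% = uninduced wells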
# tuberculosis growth: growth inhibition of non-replicating M. tuberculosis (AID 488890). Mycobacterium tuberculosis non-replicating, growth inhibition; higher % means a stronger effect. inhibition, % at 25 µM; hits with a dose series show IC50 in µM. 320,000 tested, 0.39% active; in the data active = a potency from the dose series; inconclusive = inhibition mostly from about 82% at the one dose, without a potency; inactive = the rest, 99 in 100 with inhibition below about 76%;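 note: plate controls were DMSO cells for no effect and high antibiotic wells for full effect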
# M. tuberculosis HTS: M. tuberculosis growth inhibition, HTS (AID 449762); M. tuberculosis H37Rv growth inhibition, 7H9 media; higher % means a stronger effect; inhibition, % at 25 µM; hits with a dose series show IC50 in µM; 330,000 tested, 0.59% active; in the data active = a potency from the dose series; inconclusive = inhibition above about 70% without an active follow-up result;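 note: bacterial growth assessed after seven days of incubation; strong numbers were not always called active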
# VEEV TC-83 Vero: inhibitors of VEEV TC-83 cytopathic effect, confirmation, Vero cells (AID 588727). Vero cells, VEEV TC-83 cytopathic effect inhibition; higher % means a stronger effect. one-dose inhibition, % at 20 µM; IC50 in µM for titrated hits. 350,000 tested, 0.13% active; in the data active = a potency from the dose series; inconclusive = inhibition mostly from about 14% at the one dose, without a potency; inactive = the rest, 99 in 100 with inhibition below about 12%; note: strong numbers were not always called active
# VEEV TC-83 Vero 10K pilot screen: further read-out of VEEV TC-83 Vero, marked with its call; inhibition, %; measured here: 10K pilot screen inhibition
# The depositor's hits bear a star; i = inactive; ? = inconclusive; / = not tested or not shown.
SMILES,influenza NS1A,PhoP GFP inhibition,tuberculosis growth,M. tuberculosis HTS,VEEV TC-83 Vero,others
NS(=O)(=O)c1ccc(CCNC(=O)COC(=O)C2CCN(c3ccc(C(F)(F)F)cn3)CC2)cc1,-2%,5%,-10%,-6%,i,
O=S(=O)(c1ccc(NCCOc2ccccc2)nc1)N1CCCC1,-2%,/,1%,-2%,3.1%,
COc1cc(CN2CCSCC2)c([N+](=O)[O-])cc1OC,-24%,-6%,30%,3%,1.7%,
CCOc1ccc(NC(=S)NC(C)CCc2ccccc2)cc1 (stereo unspecified),-2%,6%,?,8%,0.7%,VEEV TC-83 Vero 10K pilot screen=0.2
O=C(c1ccc(Cl)cc1)N1N=C(c2ccccn2)CC1(O)C(F)(F)F (stereo unspecified),7%,3%,5.5µM*,2.2µM*,50%,
CCN(CC)C(=O)Oc1ccnc2cc(Cl)ccc12,2%,10%,10%,4%,i,
O=C(NC(Cc1c[nH]c2ccccc12)C(=O)N/N=C/c1cccnc1)c1cccs1 (stereo unspecified),7%,11%,40%,-2%,3.3%,
COc1ccc2cc(S(=O)(=O)N3CCCC(C)C3)ccc2c1 (stereo unspecified),-17%,-2%,-4%,0%,i,
CN1CCN(C(=O)c2ccccc2NC(=O)Cc2ccccc2)CC1,3%,13%,5%,7%,0.2%,
CCc1ccc(NC(=O)C(=O)NCCN2CCN(Cc3ccc([N+](=O)[O-])cc3)CC2)cc1,4%,-5%,27%,2%,2.4%,
COc1ccc2cc3cc(C(=O)NC4CC4)sc3nc2c1,-4%,-19%,?,41%,?,
CC1CCCCN1C(=O)CCn1c(=O)oc2ccccc21 (stereo unspecified),0%,-5%,-2%,-12%,0.1%,
COc1ccc(-c2cc(-c3ccccc3)c(C#N)c(S(C)=O)n2)cc1 (stereo unspecified),5%,2%,58%,15µM*,13%,
Cc1cc(/C=N/NS(=O)(=O)c2ccc(F)c(Cl)c2)no1,-1%,-3%,-5%,-12%,i,
CCc1cc2c(NCCC(=O)O)nc(C)nc2s1,-1%,3%,8%,13%,5.5%,
CC(=O)Nc1ccc2nc(SCC(=O)NCCOc3ccccc3)sc2c1,-4%,-16%,68%,0%,0.3%,
Cc1ccc(C(=O)N2CCN3C(=O)c4ccccc4C23c2ccccc2)cc1 (stereo unspecified),-5%,5%,-3%,1%,0.9%,
NS(=O)(=O)c1cccc(NC(=O)COC(=O)C2CCN(S(=O)(=O)c3cccs3)CC2)c1,1%,2%,4%,0%,0.4%,
C=CCn1c(SCC(=O)N2CCN(c3ccc(F)cc3)CC2)nnc1-c1ccco1,-1%,-5%,21%,2%,0.4%,
CSCC[C@H](NC(=O)c1cccc(S(=O)(=O)N2CCCCC2)c1)c1nc2ccccc2[nH]1,5%,/,16%,-6%,0.1%,
CC(=O)NC(Cc1ccccc1F)C(=O)NC1CCN(S(=O)(=O)c2ccccc2)CC1 (stereo unspecified),8%,/,/,/,1.3%,
C=CCC[C@@H](Cc1ccc(F)cc1)C(=O)OCCNC(=O)[C@H](CC=C)CC(=O)NCCO,-20%,/,5%,0%,i,
O=C(NCc1ccco1)c1cc(-c2ccccc2)c(N2CCOCC2)s1,0%,4%,0%,4%,i,
O=C(NC(=S)N1CCN(c2ccccc2)CC1)c1ccco1,-8%,/,?,64%,1.4%,
COc1ccc(-c2nc(C3CCCCC3)c3cc(OC)ccc3n2)cc1,4%,5%,0%,8%,0.1%,VEEV TC-83 Vero 10K pilot screen=1.1
# Remaining list, next part
SMILES,influenza NS1A,PhoP GFP inhibition,tuberculosis growth,M. tuberculosis HTS,VEEV TC-83 Vero,others
CCN(CC)CCNC(=O)c1ccc(-n2c(C)cc3c2CCCC3=O)cc1,11%,-15%,-1%,-1%,1.8%,
CCOC(=O)C1C(=O)CC(C)(O)C(C(=O)OCC)C1c1ccc(NC(C)=O)cc1 (stereo unspecified),6%,-9%,8%,-3%,0.1%,
CC(C)CN1C(=O)c2ccc(NC(=O)Cc3ccccc3)cc2C1=O,-5%,-7%,-2%,-1%,1.9%,
COc1ccc(NC(=O)N2CCCC(c3nc(-c4ccc(F)cc4)no3)C2)cc1 (stereo unspecified),-6%,7%,27%,8%,i,
Cn1c(=O)oc2cc(S(=O)(=O)N3CCCCC3)ccc21,2%,-8%,0%,-2%,i,
O=C(Cc1cccs1)N(Cc1cccs1)C1(C(=O)NC2CCCCC2)CCCCC1,0%,5%,-2%,0%,5.5%,
Cc1cccc(NC(=S)c2nc3ccccc3s2)c1,8%,4%,79%,27%,7.1%,
O=[N+]([O-])c1cccc(/C=N/Nc2ccccn2)c1,0%,8%,16%,-8%,i,
Cc1cc[n+](-c2ccccc2)c2ccccc12,11%,-10%,-4%,3%,i,
C[C@H](CO)N1C[C@H](C)[C@@H](CN(C)S(=O)(=O)c2cccs2)Oc2ccc(NC(=O)c3ccncc3)cc2C1=O,-5%,/,13%,5%,0.7%,
Cc1ccsc1C(=O)OCC(=O)N1CC(C)CC(C)C1 (stereo unspecified),-4%,/,6%,-5%,7.3%,
COC(=O)C1CCN(C(=O)c2ccc(OC)c(S(=O)(=O)N3CCCc4ccccc43)c2)CC1,2%,/,13%,3%,5.7%,
Cc1ccc(S(=O)(=O)N(CC(=O)O)c2ccc(Cl)c(C(F)(F)F)c2)cc1,1%,-7%,9%,3%,0.7%,
CS(=O)(=O)c1ccc2nc(NC(=O)C3COc4ccccc4O3)sc2c1 (stereo unspecified),2%,9%,14%,-9%,2.8%,
COc1cc2ccccc2cc1C(=O)Nc1ccc(N2CCN(C)CC2)cc1,5%,-5%,?,8%,3.0%,
CN(C)C(=O)Cn1c(SCC(=O)N2CCCc3ccccc32)nc2ccccc21,1%,1%,17%,-3%,i,
CC(C)NC(=O)CC1(C(=O)NCc2ccc(Cl)cc2)CCCC1,-25%,-3%,-14%,0%,i,
COc1ccc(N2CCN(C(=O)c3ccccc3N(C)S(=O)(=O)c3ccccc3)CC2)cc1,-5%,-9%,8%,-21%,3.6%,
Cc1cc(C)n(CC(=O)n2nc(C)cc2C)n1,5%,17%,-21%,-1%,0.9%,
O=C(NCC(c1ccco1)N1CCc2ccccc2C1)C(=O)Nc1ccc(F)cc1F (stereo unspecified),-4%,3%,15%,53%,i,
Cc1cc(C)c2c(N)c(C(=O)NN)sc2n1,-12%,-6%,-6%,4%,2.0%,
CC(=O)Nc1ccc(S(=O)(=O)NC(C)C(=O)NC(C)c2ccccc2)cc1 (stereo unspecified),2%,-13%,8%,-2%,0.9%,
O=S(=O)(c1cccc(-c2nnc(-c3ccc(Br)cc3)o2)c1)N1CCCCCC1,-5%,1%,19%,-8%,i,
COc1cc(NC(=O)CNc2cccc(S(=O)(=O)N3CCCC3)c2)cc(OC)c1,-7%,-3%,18%,-5%,7.2%,
COc1ccc([N+](=O)[O-])cc1N(CC(=O)NC1CCCC1)S(C)(=O)=O,3%,2%,-12%,4%,0.7%,

# 4 entries picked at random from those above, as already listed:
SMILES,influenza NS1A,PhoP GFP inhibition,tuberculosis growth,M. tuberculosis HTS,VEEV TC-83 Vero,others
Cc1cc(C)n(CC(=O)n2nc(C)cc2C)n1,5%,17%,-21%,-1%,0.9%,
COc1ccc(NC(=O)N2CCCC(c3nc(-c4ccc(F)cc4)no3)C2)cc1 (stereo unspecified),-6%,7%,27%,8%,i,
COC(=O)C1CCN(C(=O)c2ccc(OC)c(S(=O)(=O)N3CCCc4ccccc43)c2)CC1,2%,/,13%,3%,5.7%,
O=[N+]([O-])c1cccc(/C=N/Nc2ccccn2)c1,0%,8%,16%,-8%,i,

# A stretch of the results above, for reference:
SMILES,influenza NS1A,PhoP GFP inhibition,tuberculosis growth,M. tuberculosis HTS,VEEV TC-83 Vero,others
O=C(NCC(c1ccco1)N1CCc2ccccc2C1)C(=O)Nc1ccc(F)cc1F (stereo unspecified),-4%,3%,15%,53%,i,
Cc1cc(C)c2c(N)c(C(=O)NN)sc2n1,-12%,-6%,-6%,4%,2.0%,
CC(=O)Nc1ccc(S(=O)(=O)NC(C)C(=O)NC(C)c2ccccc2)cc1 (stereo unspecified),2%,-13%,8%,-2%,0.9%,
O=S(=O)(c1cccc(-c2nnc(-c3ccc(Br)cc3)o2)c1)N1CCCCCC1,-5%,1%,19%,-8%,i,
COc1cc(NC(=O)CNc2cccc(S(=O)(=O)N3CCCC3)c2)cc(OC)c1,-7%,-3%,18%,-5%,7.2%,
COc1ccc([N+](=O)[O-])cc1N(CC(=O)NC1CCCC1)S(C)(=O)=O,3%,2%,-12%,4%,0.7%,

# Next part:
SMILES,influenza NS1A,PhoP GFP inhibition,tuberculosis growth,M. tuberculosis HTS,VEEV TC-83 Vero,others
CCC1(CCc2ccncc2)C(=O)NC(=O)NC1=O,0%,-1%,0%,-2%,3.1%,
O=C(NCc1ccco1)C1CCCN1C(=O)Nc1ccccc1Cl (stereo unspecified),5%,3%,-8%,1%,0.8%,
O=C(Nc1ccn(CCCN(CCCn2ccc(NC(=O)OCc3ccccc3)nc2=O)CCc2cc3ccccc3[nH]2)c(=O)n1)OCc1ccccc1,8%,/,/,/,2.3%,
CCOc1ccc(C2c3[nH]c4ccccc4c3CCN2Cc2cccn2-c2ncccn2)cc1 (stereo unspecified),-15%,12%,65%,68%,4.8%,
CCc1ccccc1NC(=O)CN1CCN(C(=O)CNC(=O)c2ccccc2F)CC1,-2%,/,-6%,-4%,0.1%,
CCOC(=O)C1=C(C)NC(=O)NC1c1cc(C)sc1C (stereo unspecified),-8%,4%,4%,-4%,0.2%,
CC(C)N(C(=S)Nc1cccc(C(F)(F)F)c1)C(C)c1ccccn1 (stereo unspecified),10%,4%,37%,-2%,0.5%,
COc1ccc2[nH]c(=O)c(CN(Cc3cccs3)C(=S)Nc3cccc(C)c3)cc2c1,2%,2%,-8%,1%,i,
Cc1nc(-c2cccc(NC(=O)c3cccc(S(=O)(=O)N4CCCC4)c3)c2)cs1,4%,/,/,4%,6.8%,
CCN1C(=O)[C@@H]2[C@@H](c3ccc(-c4ccc(Cl)c(Cl)c4)cc3)N3CCC[C@@]3(C(=O)OC)[C@@H]2C1=O,19%,/,21%,5%,i,
CN(C)c1ccc(CNC(=O)CN(C)S(=O)(=O)c2ccc3c(c2)c(=O)n(C)c(=O)n3C)cc1,8%,-22%,9%,10%,0.1%,
C=C(C)Cn1c(C2CC(=O)N(Cc3ccccc3)C2)nc2ccccc21 (stereo unspecified),-7%,-8%,/,-3%,8.2%,
COc1ccc(NC(=O)Cn2nc(C(=O)O)c3ccccc3c2=O)cc1OC,1%,6%,5%,10%,i,
CCc1c(C)sc(NC(=O)c2ccco2)c1C(=O)N1CCCCC1,0%,-9%,1%,-8%,3.0%,VEEV TC-83 Vero 10K pilot screen=0.0
O=C1CCN(S(=O)(=O)c2ccccc2)CCN1CCOCc1cccc(F)c1,-18%,-5%,9%,-7%,4.3%,
COc1cccc(N2C(=O)C(Cc3c[nH]c4ccccc34)NC2=S)c1 (stereo unspecified),5%,-5%,-14%,3%,2.7%,
NC(=O)N/N=C\c1cc(Br)ccc1O,6%,-6%,4.2µM*,-4%,i,
Cc1cc(C)c2ccc(C)[n+]([O-])c2c1O,0%,0%,?,-17%,5.1%,
COc1ccc(N2CCN(C(=O)C(NC(=O)c3c(F)cccc3F)C(C)C)CC2)cc1 (stereo unspecified),7%,-6%,-6%,2%,i,
CCCn1c(NCc2ccc(C)o2)nc2ccccc21,-2%,-1%,15%,-3%,0.2%,
CCCn1cc(S(=O)(=O)CC(=O)N2CCc3ccccc32)c2ccccc21,2%,1%,26%,-1%,11%,
Cc1cccc(C(=O)NC(=S)N2CCN(c3ccc([N+](=O)[O-])cc3)CC2)c1,-4%,-2%,-15%,-1%,1.2%,
COC(=O)CCCC[C@H]1SC[C@H]2NC(=O)N[C@]21O,/,-7%,9%,-7%,/,

# From PubChem BioAssay
